Screening results: PubChem, National Center for Advancing Translational Sciences (NCATS)
SMN2 splice up: enhancers of SMN2 splice variant expression; Potency, µM (titrated, usually from 46.1 µM), inactives show top-dose activity change, positive = activation, most hits filed as activators; HEK293 SMN2-luciferase splicing reporter, luminescence, 30-36 h; AID 1458; 210,000 tested, 2.8% active; note: % of control where 0% means no effect; nearly all actives have a fitted effect of over 55% in size
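HEK293 cells carry an SMN2 minigene-luciferase reporter in which exon 7 inclusion puts luciferase in frame. Cells were seeded at 2000 cells/well, attached for 10-12 hours, then exposed to compounds for 30-36 hours at 37C before ONE-Glo luminescence.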
ALDH1A1 block: blocks purified human ALDH1A1 activity | Purified ALDH1A1, NADH fluorescence, propionaldehyde substrate | 220,000 tested, 7.3% active | Potency, µM (series often up to 75.3 µM), for inactives: top-dose activity, negative = inhibition, actives largely listed as inhibitors; active = well fitted inhibition curve with a large enough effect, not every such curve was filed as active; inconclusive = small, poorly fitted or top-dose-only effect, or another doubt; inactive = no such curve, though single readings can be large or run the other way;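 note: plate controls were no enzyme wells and a reference inhibitor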
Target sequence (P00352 whole entry, looked up): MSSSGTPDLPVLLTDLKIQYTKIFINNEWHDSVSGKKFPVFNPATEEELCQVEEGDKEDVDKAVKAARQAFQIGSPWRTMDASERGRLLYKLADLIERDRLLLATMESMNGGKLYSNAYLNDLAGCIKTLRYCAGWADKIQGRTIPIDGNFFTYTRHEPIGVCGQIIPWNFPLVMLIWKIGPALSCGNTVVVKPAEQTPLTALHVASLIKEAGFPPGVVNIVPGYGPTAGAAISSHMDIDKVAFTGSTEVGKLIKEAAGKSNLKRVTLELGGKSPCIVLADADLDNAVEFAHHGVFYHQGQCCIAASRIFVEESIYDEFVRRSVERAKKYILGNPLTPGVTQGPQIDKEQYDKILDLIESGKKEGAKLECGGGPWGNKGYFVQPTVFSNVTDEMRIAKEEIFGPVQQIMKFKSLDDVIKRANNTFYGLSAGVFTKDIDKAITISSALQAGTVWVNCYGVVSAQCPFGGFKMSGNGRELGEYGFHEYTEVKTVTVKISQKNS
HttQ103 aggreg: inhibitors of mutant huntingtin aggregate formation in PC12 cells | PC12 HttQ103-GFP aggregates, Acumen cytometry, 40 h | 220,000 tested, 1.1% active | Potency, µM (top dose mostly 46.1 µM), without a hit: top-dose activity change, negative = inhibition, actives largely listed as inhibitors; note: % is set by controls: 0 for no effect and ±100 for the full control effect; nearly all actives have a fitted effect of over 60% in size
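PC12 cells with ecdysone-inducible HTT exon1 Q103-GFP, induced by 100 nM tebufenozide, given compounds in a concentration series. GFP aggregates (1–25 um, 6 SD above background) counted in lysates by laser-scanning cytometry, 488 nm excitation.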
KDM4E inh: blocks human JMJD2E demethylase activity; B2RXH2; JMJD2E catalytic domain, FDH-coupled NADH fluorescence (FDH is formaldehyde dehydrogenase); Potency, µM (doses to about 57.1 µM), without a hit: at the highest dose activity change, negative = inhibition, hits mostly inhibitors; 230,000 tested, 1.6% active; AID 2147; active = well fitted inhibition curve with a large enough effect, not every such curve was filed as active; inconclusive = small, poorly fitted or top-dose-only effect, or another doubt; inactive = no such curve, though single readings can be large or run the other way;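 note: 0% = wells with enzyme and -100% = buffer wells without enzyme; nearly all actives have a fitted effect of over 50% in size; many of its hits are not listed in these tables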
Target sequence (B2RXH2 1-337 limits assumed): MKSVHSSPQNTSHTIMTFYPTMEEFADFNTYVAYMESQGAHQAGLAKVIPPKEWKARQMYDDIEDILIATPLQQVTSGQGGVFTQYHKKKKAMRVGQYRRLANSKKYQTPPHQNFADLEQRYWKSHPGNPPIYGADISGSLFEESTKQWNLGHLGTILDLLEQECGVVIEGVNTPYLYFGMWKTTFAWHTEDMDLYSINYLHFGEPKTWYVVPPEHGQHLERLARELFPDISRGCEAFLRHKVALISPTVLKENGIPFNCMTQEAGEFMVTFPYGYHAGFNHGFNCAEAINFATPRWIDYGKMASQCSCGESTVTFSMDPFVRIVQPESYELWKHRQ
HTT cytoprotect: Huntington cell model cytoprotection by ATP luminescence; PC12 HTT-Q103 induced, cytoprotection, ATP luminescence, 40 h; Potency, µM (series often up to 56.4 µM), inactives show cytoprotection (ATP increase), hits mostly activators; 230,000 tested, 0.14% active;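 note: % of control where 0% means no effect; nearly all actives have a fitted effect of over 45% in size; toxic huntingtin expression switched on by the ecdysone agonist tebufenozide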
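Rat PC12, Q103 Htt exon1-GFP fusion, ecdysone promoter; tebufenozide inducer 100 nM final; compound titration; qHTS, 1500 cells/well; ATPlite luminescent read.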
* marks the source's active call; other numbers are inactive results; ? = inconclusive; . = not tested or not shown; [ ] = remark or other dose. Unless noted, calls come from the whole dose curve; as a rule, active = well fitted curve in the direction sought with a large enough effect; inconclusive = small, poorly fitted or top-dose-only effect, or another doubt; inactive = no such curve, though single readings can be large; an effect the other way counts as inactive or inconclusive. Potency is the fitted concentration of half-maximal effect. These rows are one share of the data; count on the stated rates, not on these rows.

SMILES | SMN2 splice up | ALDH1A1 block | HttQ103 aggreg | KDM4E inh | HTT cytoprotect
O=C(NNCS(=O)(=O)O)c1ccncc1 | . | . | 3% | . | -2%
CCCCCN(C)CCC(O)(P(=O)(O)O)P(=O)(O)O | . | . | 13% | . | -6%
Cc1ccccc1OCC(O)CNCCOc1ccc(C(N)=O)cc1 (stereo not drawn) | . | . | 24% | . | 6%
Cc1cccc(C)c1NC(=O)CN1CCCCCC1 | . | . | 11% | . | ?
CN1CCN(c2cc3c(nn2)Oc2ccccc2N3C)CC1 | . | . | 1% | . | 25%
O=C1c2cccc3c2[C@@H](CCC3)CN1[C@@H]1CN2CCC1CC2 | . | . | -17% | . | -37%
O=C1C(I)=CC(=C(c2cc(I)c(O)c(I)c2)c2ccccc2C(=O)O)C=C1I | . | . | 23% | . | 10%
CCCCCCCCOc1ccc(C(=O)c2ccccc2)c(O)c1 | . | . | 12% | . | 23%
CNC1C(O)C(OC2C(N)CC(N)C(OC3OC(CN)=CCC3N)C2O)OCC1(C)O (stereo not drawn) | . | . | 3% | . | -5%
CCCCCCCCCCCC(=O)[O][Sn]([CH2]CCC)([CH2]CCC)[O]C(=O)CCCCCCCCCCC | . | . | -3% | . | -71%[inhibitor]
Cc1c(C)n(CCN(C)C)c2ccc(C(=O)OCCN(C)C)cc12 | . | . | -10% | . | -16%
CC(C)(O)c1ccccc1CC[C@H](SCC1(CC(=O)O)CC1)c1cccc(/C=C/c2ccc3ccc(Cl)cc3n2)c1 | . | . | 7% | . | -10%
NC(=O)C1c2ccccc2CCc2ccccc21 | . | . | 34% | . | ?
O=S(=O)(O)c1cc(I)c(O)c2ncccc12 | . | . | 9% | . | -15%
O=C1CCCCC1c1cccc2ccccc12 (stereo not drawn) | . | 10% | . | 2% | .
Cc1cccc(C(=O)c2cccc(C)c2)c1 | . | 0% | . | -10% | .
COC(=O)N1CCC2(CCCN(C(=O)Nc3ccccc3)C2)CC1 | 24% | 6% | . | . | 17%
c1ccc2n[nH]nc2c1 | -3% | 1% | . | . | -8%
N#CCCn1c(=O)c(-c2ccc(F)cc2)nc2cnc(Oc3cccc(Cl)c3)nc21 | 0% | ? | . | . | 3.2µM*
O=C(c1cccc(F)c1)N1CCC2(CCCN(c3cccc(-c4ccccc4)c3)C2)CC1 | -28% | 11µM* | . | . | -49%[inhibitor]
OCCN[C@@H]1c2cc(Cl)ccc2-c2c(Cl)cc(Cl)cc21 | -9%[9.22 µM] | 4%[13.5 µM] | . | . | 1%[10 µM]
COCCn1c(=O)c(CCc2ccccc2)nc2cnc(N3CCNCC3)nc21 | -5% | ? | . | . | -7%
O=C(c1ccco1)N1CCC2(CC1)CCN(c1ccncc1)CC2 | -43%[inhibitor] | 7.1µM* | . | . | 7%
CN1CCc2nc(N)nc(-c3nc(N)nc4c3CN(C)CC4)c2C1 | -8%[9.22 µM] | 3%[13.5 µM] | . | . | 5%[10 µM]
CC1CCC(O)([C@](C)(C(=O)O)c2ccccc2)CC1 (stereo partly drawn) | -7%[9.22 µM] | 1%[13.5 µM] | . | . | -3%[10 µM]
CC(=O)N1CCC2(CCN(Cc3ccc(C#N)cc3)CC2)CC1 | 15% | 7% | . | . | 6%
Cc1cc2ccccc2c[n+]1CC(O)C[n+]1cc2ccccc2cc1C | 0%[9.22 µM] | 0%[13.5 µM] | . | . | -7%[10 µM]
CN(C)CCCN1c2ccc3ccccc3c2Sc2cccc(Cl)c21 | -3%[9.22 µM] | 0%[13.5 µM] | . | . | -4%[10 µM]
O=C(c1ccco1)N1CCC2(CC1)CCN(C(c1ccccc1)c1ccccc1)CC2 | -5% | 1% | . | . | 8%
Nc1nc(-c2ccccc2)c(CC(=O)O)s1 | -14%[9.22 µM] | -9%[13.5 µM] | . | . | 1%[10 µM]
Cc1nc2cnc(OCc3ccccc3)nc2n(CCC#N)c1=O | -9% | ? | . | . | -118%[inhibitor]
CS(=O)(=O)N1CCC2(CC1)CN(C(=O)Nc1cccc(F)c1)C2 | -9% | 7% | . | . | -33%[inhibitor]
O=C(c1ccco1)N1CCC2(CCCN(c3ccncc3)C2)CC1 | -29% | 3.5µM* | . | . | -23%
CS(=O)(=O)N1CCC2(CCN(Cc3ccc(C#N)cc3)CC2)CC1 | -23% | 1% | . | . | ?
COc1ccc(N=[N+]([O-])c2ccc(OC)cc2)cc1 | 7.1µM* | 2% | . | . | -175%[inhibitor]
COc1ccc(-c2nc3cnc(Nc4cccc(OC)c4)nc3n(CCC#N)c2=O)cc1 | -3% | 1% | . | . | -49%[inhibitor]
N#Cc1ccc(CN2CCCC3(CCN(C(=O)c4ccncc4)CC3)C2)cc1 | -17% | -2% | . | . | 14%
COC(=O)CS | -2% | 4% | . | . | 13%
CC(=O)N1CCC[C@@]2(CCN(C(c3ccccc3)c3ccccc3)C2)C1 | 2% | -2% | . | . | 3%
CCOC(=O)OCC | 0% | ? | . | . | -14%
Cc1nc2ccc(Cl)cc2[nH]1 | -20% | 18% | . | . | 18%
O=C(O)c1cc(Cl)cc(Cl)c1 | -2% | -9% | . | . | -5%
CCCCCCCCC | -6% | 3% | . | . | 8%
Cn1cccc1C(=O)N1CCC2(CCCN(c3cccc(-c4ccccc4)c3)C2)CC1 | -32%[inhibitor] | -14% | . | . | -33%[inhibitor]
Cn1c(=O)c2[nH]c(CSCc3ccccc3)nc2n(C)c1=O | -11%[9.22 µM] | 22%[13.5 µM] | . | . | -11%[10 µM]
Cc1cc(-c2ccc(N=Nc3cc(S(=O)(=O)O)c4ccccc4c3N)c(C)c2)ccc1N=Nc1cc(S(=O)(=O)O)c2ccccc2c1N | -2% | ? | . | . | -80%[inhibitor]
CCOC(=O)[C@@H](O)Cc1cnc2ccccc2n1 | -12%[9.22 µM] | -14%[13.5 µM] | . | . | -27%[10 µM]
CCC(C)(C)C | 2% | 3% | . | . | -1%
COc1ccccc1CN1CCC2(CC1)CCN(C(=O)c1cccc(F)c1)CC2 | -4% | 5% | . | . | -37%[inhibitor]
O=C(Nc1ccc(Nc2ccc3c(c2)C(=O)c2ccccc2C3=O)c2c1C(=O)c1ccccc1C2=O)c1ccccc1 | -11%[9.22 µM] | -5%[13.5 µM] | . | . | -4%[10 µM]

Complete entries from above. Values in the order: SMN2 splice up | ALDH1A1 block | HttQ103 aggreg | KDM4E inh | HTT cytoprotect
O=C(Nc1ccc(Nc2ccc3c(c2)C(=O)c2ccccc2C3=O)c2c1C(=O)c1ccccc1C2=O)c1ccccc1 is entered as -11%[9.22 µM] | -5%[13.5 µM] | . | . | -4%[10 µM]
Cc1nc2ccc(Cl)cc2[nH]1 is entered as -20% | 18% | . | . | 18%

Carrying on.
SMILES | SMN2 splice up | ALDH1A1 block | HttQ103 aggreg | KDM4E inh | HTT cytoprotect
COc1ccc(NC(=O)N2CC3(CCNCC3)C2)cc1 | 8% | 4% | . | . | -14%
COc1ccc(/C=C(\C#N)C(N)=O)c(OC)c1 | -2%[9.22 µM] | -3%[13.5 µM] | . | . | 13%[10 µM]
O=C(O)CCC(=O)c1ccc2sc3ccccc3c2c1 | 5%[9.22 µM] | -6%[13.5 µM] | . | . | -5%[10 µM]
CCNc1ncc2nc(-c3cccc(C#N)c3)c(=O)n(C)c2n1 | ? | ? | . | . | -11%
O=S(=O)(O)c1ccc2c(N=Nc3c(O)ccc4ccccc34)cccc2c1 | -7%[9.22 µM] | -11%[13.5 µM] | . | . | -8%[10 µM]
CCCCn1cnc2c(SC)ncnc21 | -9%[9.22 µM] | -4%[13.5 µM] | . | . | -1%[10 µM]
C[N+](C)([O-])CCC=C1c2ccccc2CCc2ccccc21 | -9%[9.22 µM] | 7%[13.5 µM] | . | . | -12%[10 µM]
Cc1cccc(CNc2ncnc3[nH]ncc23)c1 | -5%[9.22 µM] | -1%[13.5 µM] | . | . | -1%[10 µM]
NC[C@H]1O[C@H](n2cnc3c(N)ncnc32)C[C@@H]1O | -7%[9.22 µM] | -6%[13.5 µM] | . | . | -5%[10 µM]
N[C@@H](CNO)C(=O)O | -11%[9.22 µM] | 10%[13.5 µM] | . | . | -1%[10 µM]
c1ccc(Nc2ccccc2)cc1 | -9% | -6% | . | . | -6%
Cc1ccc(S(=O)(=O)NC2CCCCC2)cc1 | 22% | ? | . | . | 0%
O=C(O)CC12C[C@H]3C[C@@H](CC(O)(C3)C1)C2 | -11%[9.22 µM] | 2%[13.5 µM] | . | . | -1%[10 µM]
COCC(=O)N1CCC2(CCCN(C(=O)Nc3cccc(C#N)c3)C2)CC1 | -9% | -1% | . | . | -24%
Cc1ccc(C)c([C@@H]2NC(=O)c3ccccc3N2)c1 | -10%[9.22 µM] | ? | . | . | -34%[inhibitor][10 µM]
O=C(c1cccc(F)c1)N1CCC[C@@]2(CCN(c3ccccc3)C2)C1 | -83%[inhibitor] | 1.1µM* | . | . | -9%
COC(=O)N1CCC2(CC1)CCN(C(c1ccccc1)c1ccccc1)CC2 | -8% | 10% | . | . | -54%[inhibitor]
CSc1nnnc2ccccc12 | -9%[9.22 µM] | -6%[13.5 µM] | . | . | -12%[10 µM]
CCc1ccccc1 | -11% | -7% | . | . | -11%
CC(C)NC(=O)N1CC[C@@]2(CCCN(C(=O)c3cccn3C)C2)C1 | 2% | 2% | . | . | 5%

Reprinted from the part before: 4 compounds; new compounds follow.
SMILES | SMN2 splice up | ALDH1A1 block | HttQ103 aggreg | KDM4E inh | HTT cytoprotect
COC(=O)N1CCC2(CC1)CCN(C(c1ccccc1)c1ccccc1)CC2 | -8% | 10% | . | . | -54%[inhibitor]
CSc1nnnc2ccccc12 | -9%[9.22 µM] | -6%[13.5 µM] | . | . | -12%[10 µM]
CCc1ccccc1 | -11% | -7% | . | . | -11%
CC(C)NC(=O)N1CC[C@@]2(CCCN(C(=O)c3cccn3C)C2)C1 | 2% | 2% | . | . | 5%
NC(N)=NC(N)=Nc1ccccc1 (tested in a mixture with another compound) | -2%[9.22 µM] | -10%[13.5 µM] | . | . | -3%[10 µM]
c1cc2c(cc1C(N1CCNCC1)N1CCNCC1)OCO2 | -3%[9.22 µM] | 7%[13.5 µM] | . | . | -7%[10 µM]
Cc1ccc(N(Cc2ccccc2)Cc2ccccc2)cc1 | -7%[9.22 µM] | 9%[13.5 µM] | . | . | 7%[10 µM]
COc1ncc2nc(-c3cn(C)c4ccccc34)c(=O)n(Cc3ccc(F)cc3)c2n1 | -5% | 13% | . | . | 5%
CC(C)CN1CCC2(CC1)CCN(S(=O)(=O)c1ccccc1)CC2 | -10% | 10% | . | . | 17%
CCOc1ccccc1Nc1ccc(N)cc1S(=O)(=O)O | -13%[9.22 µM] | -6%[13.5 µM] | . | . | -5%[10 µM]
CCCC(=O)c1cc(O)c(O)cc1O | 0% | ? | . | . | -12%
Cc1ccc(S(=O)(=O)N[C@H](CO)C(=O)O)cc1 | -4%[9.22 µM] | 1%[13.5 µM] | . | . | 1%[10 µM]
Oc1ccccc1C(Sc1nc2ccccc2s1)Sc1nc2ccccc2s1 | 12%[9.22 µM] | 0.71µM* | . | . | -5%[10 µM]
Nc1nc(SC/C=C\c2ccccc2)c2[nH]cnc2n1 | ? | 11%[13.5 µM] | . | . | -12%[10 µM]
Nc1ccc(Cl)cc1[N+](=O)[O-] | -2% | -12% | . | . | 11%
O=S(=O)(c1ccccc1)N1CCC[C@@]2(CCN(Cc3nccs3)C2)C1 | -63%[inhibitor] | -12% | . | . | 9%
CC(O)COC(C)(C)C (stereo not drawn) | -10% | -14% | . | . | 2%
Cc1ccc2c(c1[N+](=O)[O-])C(=O)c1ccccc1C2=O | -15% | ? | . | . | 3%
